# HTT aggregate: inhibitors of mutant huntingtin aggregate formation in PC12 cells. Potency, µM (highest dose often 46.1 µM), inactives show top-dose activity change, negative = inhibition, most hits filed as inhibitors. actives 1.1% (n = 220,000). AID 1688. PC12 HttQ103-GFP aggregates, Acumen cytometry, 40 h; note: potency is the fitted concentration of half-maximal effect; % is set by controls: 0 for no effect and ±100 for the full control effect; nearly all actives have a fitted effect of over 60% in size
#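 Huntingtin Q103 exon 1–GFP aggregates in induced PC12 cells (100 nM tebufenozide) were quantified by cytometry from lysates, with compounds dosed in titration.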
# GAA glycogen: inhibitors or activators of human alpha-glucosidase glycogen cleavage | P10253 | recombinant GAA, glycogen substrate, Amplex Red glucose oxidase fluorescence | Potency, µM (top dose mostly 76.4 µM), inactives show at the highest dose activity change, negative = inhibition, actives largely listed as inhibitors | actives 0.38% (n = 300,000);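 note: potency is the fitted concentration of half-maximal effect; 0% = full enzyme reaction and -100% = no-enzyme basal signal; the screen sought inhibitors and activators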
#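 Recombinant enzyme (4 nM final) with compounds titrated up to 77 uM and bovine liver glycogen (30 ug) in citrate pH 5.0, 0.01% Tween-20, 37 C 40 min. Released glucose detected by Amplex Red/glucose oxidase (Ex 573/Em 610); AC50 from Hill fits.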
# GAA inh: alpha-glucosidase (human) inhibition. P10253. actives 0.005% (n = 200,000). Potency, µM (doses to about 76.9 µM), for the others: at the top dose activity change, negative = inhibition, most hits filed as inhibitors. purified human GAA, 4-MU-alpha-glucoside fluorescence;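 note: potency is the fitted concentration of half-maximal effect; plate controls were uninhibited enzyme wells for no effect and no-enzyme background for full effect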
#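 Endpoint fluorogenic read: 20 min room-temperature reaction of 4 nM human alpha-glucosidase with 400 uM 4-methylumbelliferyl-alpha-D-pyranoside, pH 5.0, quenched with 1M NaOH/1M glycine pH 10. AC50 from Hill modeling.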
# Lamin A splicing: modulators of lamin A splicing; HeLa LMNA splicing GFP/RFP minigene ratio, 48 h; Potency, µM (titrated, usually from 46.1 µM), for inactives: at the highest dose ratio change, negative = inhibition, hits mostly inhibitors; actives 0.01% (n = 200,000); active = well fitted inhibition curve with a large enough effect in the signal ratio, with a control signal flat, not every such curve was filed as active; inconclusive = small, poorly fitted or top-dose-only effect, or effect the other way, or a change in a side signal; the % refers to the signal ratio; note: potency is the fitted concentration of half-maximal effect; % is set by controls: 0 for no effect and ±100 for the full control effect
#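 S3 HeLa stable clones carrying a lamin A-EGFP splicing minigene plus DsRed2 were seeded at 600 cells/well in Opti-MEM with 2% FBS, pin-dosed and incubated 48 h at 37°C. Acumen cytometry (488 nm) gave the GFP/RFP total-intensity ratio.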
# HTT cytoprotect: cytoprotection in Huntington HTT-Q103 PC12 cell model; AID 1471; Potency, µM (titrated, usually from 56.4 µM), inactives show cytoprotection (ATP increase), most hits filed as activators; PC12 HTT-Q103 induced, cytoprotection, ATP luminescence, 40 h; actives 0.14% (n = 230,000);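 note: potency is the fitted concentration of half-maximal effect; % of control where 0% means no effect; nearly all actives have a fitted effect of over 45% in size; toxic huntingtin expression switched on by the ecdysone agonist tebufenozide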
#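 PC12 cells with ecdysone-inducible HTT exon 1 Q103-GFP, induced with 100 nM tebufenozide and co-treated with library compounds in a dose series (1536-well, 1500 cells/well). Cytoprotection read as ATP content by ATPlite luminescence.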
# CBFb-RUNX1 inh: CBF-beta/RUNX1 interaction disruption; AlphaScreen CBFb-His/RUNX1-biotin binding, biochemical; 230,000 tested, under 10 active; Potency, µM (doses to about 59.8 µM), for the others: at the highest dose activity, negative = inhibition, usual class: inhibitors; Q01196+Q13951; note: % of control where 0% means no effect
# Target sequence (Q01196 whole entry, looked up): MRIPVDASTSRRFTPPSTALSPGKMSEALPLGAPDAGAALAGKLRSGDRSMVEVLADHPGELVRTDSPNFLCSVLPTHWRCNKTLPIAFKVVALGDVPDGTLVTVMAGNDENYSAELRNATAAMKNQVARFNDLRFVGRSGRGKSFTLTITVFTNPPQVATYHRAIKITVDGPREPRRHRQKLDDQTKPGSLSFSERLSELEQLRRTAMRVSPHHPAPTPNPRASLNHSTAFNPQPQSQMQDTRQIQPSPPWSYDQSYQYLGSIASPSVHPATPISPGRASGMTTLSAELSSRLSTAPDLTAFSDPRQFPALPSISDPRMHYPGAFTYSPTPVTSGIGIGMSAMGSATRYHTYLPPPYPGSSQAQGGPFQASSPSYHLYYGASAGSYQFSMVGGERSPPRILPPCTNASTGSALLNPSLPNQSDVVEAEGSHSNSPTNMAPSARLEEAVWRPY
# Target sequence (Q13951 whole entry, looked up): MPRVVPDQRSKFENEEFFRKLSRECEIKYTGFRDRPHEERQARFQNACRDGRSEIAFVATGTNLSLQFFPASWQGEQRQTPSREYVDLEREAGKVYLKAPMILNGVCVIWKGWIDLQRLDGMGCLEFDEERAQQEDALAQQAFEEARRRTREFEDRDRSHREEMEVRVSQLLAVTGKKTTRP
#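 AlphaScreen binding: CBFb-His and RUNX1-biotin (30 nM each) preincubated 20 min, compound added for 15 min, then nickel and streptavidin beads for 90 min, all at room temperature. Disruption of the interaction by any mechanism counts as activity.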
# aGlu spleen mod: lysosomal alpha-glucosidase (human) modulation; human spleen homogenate, 4-MU-alpha-glucoside fluorescence; Potency, µM (doses to about 79.9 µM), inactives show at the highest dose activity change, negative = inhibition, actives largely listed as inhibitors; actives 0.006% (n = 240,000); AID 2112; P10253;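 note: potency is the fitted concentration of half-maximal effect; 0% = enzyme with vehicle and -100% = no enzyme basal signal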
#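 Human spleen homogenate (1 ug) with 4-methylumbelliferyl-alpha-D-glucopyranoside (1 mM final) in 50 mM citrate/phosphate pH 5.0, 0.01% Tween-20; 40 min at 37 C. Stopped at pH 10; 4-MU fluorescence Ex 365/Em 440 nm; AC50 by Hill fit.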
# * marks the source's active call; other numbers are inactive results; ? = inconclusive; nt = no result given; [ ] = remark or other dose. Unless noted, calls come from the whole dose curve; as a rule, active = well fitted curve in the direction sought with a large enough effect; inconclusive = small, poorly fitted or top-dose-only effect, or another doubt; inactive = no such curve, though single readings can be large; an effect the other way counts as inactive or inconclusive.
No.	structure	HTT aggregate	GAA glycogen	GAA inh	Lamin A splicing
1	CCC(=O)NC(=S)Nc1cccc(C(C)=O)c1	12%	4%	6%	1%
2	CCCNC(=O)NC(=O)COc1ccc2oc3ccccc3c2c1	5%	0%	-5%	-6%
3	CCCOc1ccc(C(=O)Nc2cc(-c3nn4c(C)nnc4s3)ccc2C)cc1	?	12%	-2%[15.4 µM]	0%
4	CCCCCCCn1ccc(=N)cc1	1.1µM*	6%	-3%	?
5	CCc1cccc(C)c1NC(=O)c1ccccc1	-15%	6%	-2%	nt
6	CCC(=O)c1c[nH]c(C(=O)NCCCn2ccnc2)c1	-15%	1%	2%	-8%
7	CCOC(=O)C1(Cc2ccccc2)CCN(Cc2cccn2-c2cccnc2)CC1	3%[9.22 µM]	-3%	-7%	?
8	CCn1c2ccccc2c2cc(NC(=O)CSc3nnc(-c4ccccc4OC)n3N)ccc21	-13%	-5%	-14%	-3%

No.	HTT cytoprotect	CBFb-RUNX1 inh	aGlu spleen mod
1	-11%	0%	-2%
2	-3%	9%	-4%
3	-2%	0%	9%
4	-54%[inhibitor]	-2%	1%
5	-17%	2%	1%
6	16%[10 µM]	-7%	-24%
7	28%[10 µM]	1%	-2%
8	-19%[0.074 µM]	-13%	5%

# Next section.
No.	structure	HTT aggregate	GAA glycogen	GAA inh	Lamin A splicing
9	Cc1cc(C)cc(Oc2ccccc2C=O)c1	-2%	4%	5%	-15%
10	CC(C)COP(=O)(c1ccc(N(C)C)cc1)C(O)c1ccccn1 (stereo not drawn)	28%	3%	-6%	6%
11	CC(C)CCNC(=O)NC(=O)COC(=O)/C=C/c1cccc([N+](=O)[O-])c1	1%	6%	-2%	?
12	COc1cccc(NC(=O)c2ccc(NCCCN3CCC(C)CC3)c([N+](=O)[O-])c2)c1	0%	5%	-9%	12%[9.22 µM]
13	O=C(N/C(=C/c1ccco1)C(=O)N1CCCC1)c1cccs1	8%	-1%	-3%	-18%
14	COc1ccc(-c2cc3nc(C)n(N)c(=O)c3s2)cc1	-14%[9.22 µM]	-3%	nt	nt
15	O=c1c(-c2ccc(Cl)cc2)nc2cnc(N3CCOCC3)nc2n1Cc1ccc(F)cc1	nt	nt	nt	?
16	CC(=O)NC(Cc1ccc(F)c(F)c1)C(=O)NC1CCN(C(=O)c2ccc(C)cc2)CC1 (stereo not drawn)	17%[9.22 µM]	-8%	-13%	?

No.	HTT cytoprotect	CBFb-RUNX1 inh	aGlu spleen mod
9	-1%[10 µM]	16%	-4%
10	-17%	8%	8%
11	12%	-16%	4%
12	-24%	0%	-2%
13	-3%	-15%	-6%
14	-88%[inhibitor][10 µM]	5%	0%
15	-1%	nt	3%
16	26%[10 µM]	7%	8%

# Going on with the list.
No.	structure	HTT aggregate	GAA glycogen	GAA inh	Lamin A splicing
17	Cc1c(NC(=S)NC(=O)COc2ccccc2)c(=O)n(-c2ccccc2)n1C	7%	1%	5%	-1%
18	COc1ccc(Cl)cc1S(=O)(=O)NC1CC(C)(C)NC(C)(C)C1	18%	3%	-14%	nt
19	Cc1nn(-c2ccccc2)c(C)c1C(=O)Nc1nnc(-c2ccco2)o1	?	-3%	1%	?
20	Cc1cc(C)n2nc(S(=O)(=O)N(C)Cc3ccccc3)nc2n1	2%	1%	-1%	?
21	COc1ccccc1CCc1nnc(CCC(=O)NC(C)Cc2cccs2)o1 (stereo not drawn)	0%[9.22 µM]	19%	5%	8%[46 µM]
22	CN1CCN(S(=O)(=O)c2ccc(NCc3ccc4c(c3)OCO4)nc2)CC1	-16%[9.22 µM]	1%	nt	nt
23	COC(=O)c1ccc(Oc2c(C)oc3cc(OCc4cnn(-c5ccccc5)c4)ccc3c2=O)cc1	-9%	12%	4%	-4%
24	CCOC(=O)C1CCCN(S(=O)(=O)c2ccc(S(=O)(=O)N(CC)CC)cc2)C1 (stereo not drawn)	8%[9.22 µM]	-14%	-3%	16%[46 µM]

No.	HTT cytoprotect	CBFb-RUNX1 inh	aGlu spleen mod
17	nt	5%	-9%
18	-14%	3%	-3%
19	-8%[10 µM]	-6%	3%
20	8%[10 µM]	14%	-19%
21	4%[10 µM]	8%	-4%
22	-17%[10 µM]	2%	6%
23	11%[10 µM]	5%	-2%
24	5%[10 µM]	11%	-6%

# Continued.
No.	structure	HTT aggregate	GAA glycogen	GAA inh	Lamin A splicing
25	CCOc1ccc(C2c3cc(OC)c(OC)cc3CC(=O)N2c2ccc(OC)cc2)cc1 (stereo not drawn)	?	-2%	1%	?
26	Cc1cccc(C)c1N1C(=O)CC(N2CCSCC2)C1=O (stereo not drawn)	0%[9.22 µM]	-7%	nt	nt
27	O=c1c2cn[nH]c2[nH]c(=S)n1-c1ccccc1	11%	-1%	1%	1%
28	Cc1nn(Cc2ccc(Cl)cc2)c(=O)n1N(C)c1ncc(C(F)(F)F)cc1Cl	-20%	0%	-4%	?
29	Cc1cccn2c(CN[C@H]3CCCCNC3=O)c(C(=O)N3CCOCC3)nc12	6%[9.22 µM]	-10%	nt	nt
30	OCCNCc1ccc(OC2CCCC2)cc1	-1%	-5%	4%	11%
31	COc1ccc(CN2CCC(CNC(=O)NC3CCCCC3)CC2)cc1	1%	8%	-15%	-2%
32	CC(C)C(NC(=O)c1cccs1)c1nnc(SCC(=O)Nc2nccs2)n1C (stereo not drawn)	2%	9%	-2%	-2%

No.	HTT cytoprotect	CBFb-RUNX1 inh	aGlu spleen mod
25	-73%[inhibitor]	-8%	-1%
26	7%[10 µM]	-3%	2%
27	-4%[1.9 µM]	19%	-10%
28	-5%	0%	-3%
29	4%[10 µM]	13%	5%
30	-10%[0.074 µM]	0%	-4%
31	-19%[10 µM]	0%	-2%
32	-41%[10 µM]	9%	-6%

# By substructure, those above containing fluorine
No.	structure	HTT aggregate	GAA glycogen	GAA inh	Lamin A splicing
15	O=c1c(-c2ccc(Cl)cc2)nc2cnc(N3CCOCC3)nc2n1Cc1ccc(F)cc1	nt	nt	nt	?
16	CC(=O)NC(Cc1ccc(F)c(F)c1)C(=O)NC1CCN(C(=O)c2ccc(C)cc2)CC1 (stereo not drawn)	17%[9.22 µM]	-8%	-13%	?
28	Cc1nn(Cc2ccc(Cl)cc2)c(=O)n1N(C)c1ncc(C(F)(F)F)cc1Cl	-20%	0%	-4%	?

No.	HTT cytoprotect	CBFb-RUNX1 inh	aGlu spleen mod
15	-1%	nt	3%
16	26%[10 µM]	7%	8%
28	-5%	0%	-3%

# (list continues)
No.	structure	HTT aggregate	GAA glycogen	GAA inh	Lamin A splicing
33	Cc1ccc(S(=O)(=O)NC2(C(F)(F)F)NC(=O)N(CCc3ccccc3)C2=O)cc1 (stereo not drawn)	11%	4%	-9%	nt
34	COc1ccc(-c2ccc(C(C)=O)cc2)cc1[C@H]1[C@@H]2C=CCC[C@@]2(C)C(=O)N1Cc1ccccc1	-13%[9.22 µM]	-2%	nt	nt
35	Brc1ccc(NCc2nnc3n2CCCCC3)cc1	0%	5%	?	-4%
36	O=C(Nc1ccc2c(c1)ncn2C1CCCCC1)c1ccco1	10%	2%	0%	4%
37	NC(=O)COc1ccc(Nc2nnc(-c3ccc(O)cc3)c3ccccc23)cc1	21%[9.22 µM]	0%	nt	nt
38	CCOC(=O)c1c(N=CN(C)C)c2cc([N+](=O)[O-])cnc2n1C	-7%[9.22 µM]	-6%	nt	nt
39	COc1ccc(Nc2nccc(OC)c2C#N)cc1	?	12%	-1%	6%
40	Cc1ccc(F)cc1NC(=O)Cc1ncc(C(F)(F)F)cc1Cl	6%	1%	0%	-4%

No.	HTT cytoprotect	CBFb-RUNX1 inh	aGlu spleen mod
33	-19%	13%	0%
34	22%[10 µM]	2%	0%
35	7%[10 µM]	-1%	-4%
36	-37%	2%	-2%
37	25%[10 µM]	4%	3%
38	5%[10 µM]	6%	-2%
39	?	7%	3%
40	-1%[10 µM]	10%	-10%

# (list continues)
No.	structure	HTT aggregate	GAA glycogen	GAA inh	Lamin A splicing
41	O=C(O)c1ccc(S(=O)(=O)Cc2ccccc2)cc1	-10%	3%	-1%	-9%
42	COCCCN(C(=S)NC(=O)C(C)(C)C)c1c(N)n(Cc2ccccc2)c(=O)[nH]c1=O	9%[9.22 µM]	1%	4%[15.4 µM]	nt
43	COc1cc(C2C(C#N)=C(N)Oc3cc(C)n(Cc4ccccn4)c(=O)c32)cc2c1OCO2 (stereo not drawn)	-14%	-5%	1%	17%
44	CCC1CCCCN1C(=O)c1c[nH]c2ccc(S(=O)(=O)N(C)c3ccc(Cl)cc3)cc2c1=O (stereo not drawn)	-12%	7%	1%	-5%
45	Fc1ccccc1N1CCN(Cc2nc(-c3ccc(Cl)cc3Cl)no2)CC1	-28%	-6%	-7%	?
46	CN1CCC(NC(=O)Nc2ccc(Br)cc2)CC1	4%[9.22 µM]	2%	nt	nt
47	CCCCCc1cc(=O)[nH]c(=S)[nH]1	9%[9.22 µM]	-6%	nt	nt
48	COc1ccc2c(c1)/C(=N/OC(=O)c1cccs1)CCC2	6%	-8%	-11%	nt

No.	HTT cytoprotect	CBFb-RUNX1 inh	aGlu spleen mod
41	4%[10 µM]	5%	-3%
42	21%[10 µM]	5%	-1%
43	3%	1%	3%
44	22%	-3%	-1%
45	13%	14%	2%
46	9%[10 µM]	6%	1%
47	36%[10 µM]	8%	2%
48	-19%	7%	4%

# Carrying on:
No.	structure	HTT aggregate	GAA glycogen	GAA inh	Lamin A splicing
49	CNC(=O)Nc1ccc2nc(C)oc2c1	3%[9.22 µM]	1%	nt	nt
50	COC(=O)c1ccc(-n2cnc3ccccc32)nc1	-23%	12%	-11%	nt
51	CS(=O)(=O)N1CCN(c2ccccc2NC(=O)C(c2ccccc2)c2ccccc2)CC1	1%	-4%	-8%	3%
52	O=S(=O)(c1ccc2nc(-c3ccco3)c(-c3ccco3)nc2c1)N1CCOCC1	?	-6%	?	9%
53	CCOc1ccc(NC(=O)COC(=O)c2ncc(Cl)c(Cl)c2Cl)cc1	7%	-4%	2%	-2%
54	O=c1[nH]c2c(c(=O)n1Cc1ccccc1)CCC2	7%	2%	1%	-2%

No.	HTT cytoprotect	CBFb-RUNX1 inh	aGlu spleen mod
49	0%[10 µM]	1%	3%
50	-21%	10%	nt
51	3%	-5%	-5%
52	-24%	nt	-4%
53	-6%[10 µM]	-8%	-5%
54	29%	2%	-4%
